# PKA-R1A act: PKA-R1A complex activation | P00514+P68181 | PKA-R1A dissociation, Cy5-IP20 fluorescence polarization; scaled: DMSO 0%, 113 µM cGMP 100% | activation, % at 11.4 µM | 0.083% of 340,000 active;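 active = percent activation above the mean of all tested compounds plus 3 SD, cut at about 19% in these data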;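 also: higher means more PKAc released from R1A so a rise in polarization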
# PKA-R2B act: activators of human PKA-R2B complex | 0.079% of 340,000 active | P22694+P31323 | activation, % at 11.4 µM | PKA-R2B holoenzyme dissociation, Cy5-IP20 fluorescence polarization; R2B truncated from residue 108, S112A mutant; 0% DMSO only, 100% 113 µM cGMP;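 active = activation above a cutoff set at the mean over all compounds plus 3 SD, cut at about 18% in these data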;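 also: higher means more holoenzyme dissociation and a rise in polarization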
# Target sequence (P31323 whole entry, looked up, other chains not shown, the tested form may be a part): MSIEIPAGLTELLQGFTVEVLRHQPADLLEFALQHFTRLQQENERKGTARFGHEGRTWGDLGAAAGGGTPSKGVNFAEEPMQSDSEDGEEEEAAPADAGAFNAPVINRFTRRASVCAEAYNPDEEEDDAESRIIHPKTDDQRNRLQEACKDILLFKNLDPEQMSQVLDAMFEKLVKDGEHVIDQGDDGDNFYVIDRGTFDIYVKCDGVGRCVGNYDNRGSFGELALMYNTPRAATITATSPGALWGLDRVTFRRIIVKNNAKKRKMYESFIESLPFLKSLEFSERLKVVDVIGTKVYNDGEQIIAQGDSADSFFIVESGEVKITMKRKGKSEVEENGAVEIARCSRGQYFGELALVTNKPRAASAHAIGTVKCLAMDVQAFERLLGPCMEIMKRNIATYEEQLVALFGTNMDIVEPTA
# HTR5A inv ctr: counter-screen for OPRM1-OPRD1 inverse agonists: human HTR5A inverse agonism; P47898; HTR5A cell line, luminescence; inhibition, % at 9.3 µM; 0.083% of 340,000 active; AID 504634; in the data active = inhibition mostly above about 23%, no sharp cut-off; inactive = mostly below about 18%;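 also: 0% = cells with DMSO and 100% = no-cell wells with DMSO; some compounds called inactive have numbers as strong as hits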
# Target sequence (P47898 whole entry, looked up): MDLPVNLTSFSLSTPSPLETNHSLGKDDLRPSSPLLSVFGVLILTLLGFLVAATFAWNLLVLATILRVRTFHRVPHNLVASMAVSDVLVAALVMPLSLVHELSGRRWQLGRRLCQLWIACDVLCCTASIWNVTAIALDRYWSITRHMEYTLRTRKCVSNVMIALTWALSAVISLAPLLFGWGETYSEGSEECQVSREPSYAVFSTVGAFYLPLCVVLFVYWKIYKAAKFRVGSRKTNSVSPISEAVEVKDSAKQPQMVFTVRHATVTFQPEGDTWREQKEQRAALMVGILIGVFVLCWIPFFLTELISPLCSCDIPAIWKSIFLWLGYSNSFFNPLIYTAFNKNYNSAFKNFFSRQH
# Tat export inh: inhibitors of E. coli Tat protein transport; E. coli MC4100 TorA-mCherry Tat export, fluorescence; inhibition, % at 10 µM; 0.036% of 340,000 active;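 active = mean replicate inhibition at least 50% and at least half of replicates individually reaching 50%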;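 also: exported cargo escapes ClpAP degradation while cytoplasmic cargo is degraded and loses fluorescence; 0% = median of neutral control wells and 100% = median of NaSCN control wells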
# phage Ecoli inh: E. coli growth loss with phage present; growth absorbance; inhibition, % at 11.9 µM; 0.26% of 360,000 active; in the data active = inhibition above about 11%
# OPRM1-OPRD1 inv: mu-delta opioid heterodimer inverse agonism; P35372+P41143; cell-based MOR-DOR heterodimer luminescence; inhibition, % at 9.3 µM; 0.21% of 340,000 active; AID 504357; in the data active = inhibition above about 22%, passing the limit was not always enough;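 also: 0% = cells with DMSO and 100% = wells without cells with DMSO; values of inactives mirror those of a sister screen read the other way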
# SUMO Mot1 rescue: blocks SUMOylation pathway, rescuing yeast Mot1-301 growth. growth rescue, % at 18.8 µM. AID 2716. S. cerevisiae Mot1-301 growth rescue, ATP luminescence, 38.5C; percent above DMSO median, 100 means doubled. 1% of 320,000 active;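 active = every valid replicate shows activation above 250% relative to neutral control wells; inactive = the rest, any valid replicate at or below 250%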;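 also: OY570 slx delta 5 strain wells were the positive control but not used for scaling; some compounds called inactive have numbers as strong as hits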
# MOR-DOR ag: agonists of human mu-delta opioid receptor heterodimerization; cells, OPRM1-OPRD1 heterodimerization, luminescence; activation, % at 9.3 µM; P35372+P41143; 0.3% of 340,000 active; in the data active = activation above about 18%;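 also: 0% = vehicle-treated cells and 100% = reference agonist; values of inactives mirror those of a sister screen read the other way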
# Ecoli viability: reduces bacterial viability in AddAB counter-screen. AID 449728. 0.27% of 330,000 active. E. coli V3065 growth, OD600 absorbance, 18 h. inhibition, % at 11.9 µM;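 active = inhibition above the campaign's mean inhibition across all tested compounds plus 3 SD, cut at about 9.9% in these data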;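 also: uninfected addAB+ strain grown without phage in ampicillin broth; 0% = DMSO wells and 100% = ciprofloxacin 0.95 µg/ml wells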
# PfHsp90 yeast 2: inhibits growth of yeast expressing Plasmodium falciparum Hsp90. S. cerevisiae expressing PfHsp90, BacTiter-Glo ATP, 48 h; yeast lacking PDR1 and PDR3 efflux regulators. inhibition, % at 9.4 µM. 0.32% of 310,000 active;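 active = every replicate shows inhibition above about 80%, whatever the replicate mean, limit read from the data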;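 also: 0% = DMSO neutral controls and 100% = 20 µM radicicol positive controls; yeast relying on Plasmodium falciparum Hsp90 in place of its own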
# AddAB inh: less growth of phage-infected E. coli with AddAB | AID 435030 | E. coli expressing H. pylori AddAB, absorbance growth | 0.29% of 330,000 active | inhibition, % at 11.9 µM; in the data active = inhibition above about 12%;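 also: 0% = vehicle wells of infected cells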
# * hit, by the source's call; i = inactive; · = no result given. The order is random; any-hit rate near 2.2%.
SMILES,PKA-R1A act,PKA-R2B act,HTR5A inv ctr,Tat export inh,phage Ecoli inh,OPRM1-OPRD1 inv,SUMO Mot1 rescue,MOR-DOR ag,Ecoli viability,PfHsp90 yeast 2,AddAB inh
CC(=O)N/N=C/c1cc([N+](=O)[O-])ccc1OCCOc1ccccc1,-9.5,-2.6,16.4,-8.7,3.4,13.0,344.7,-2.4,2.4,-8.6,2.6
CCOC(=O)c1cc2c(ccn2C)n1CC(=O)N(Cc1ccccc1)c1ccccc1,-11.7,-7.7,-7.3,7.0,0.3,-51.0,-9.5,8.2,1.3,-3.3,-0.2
CCCNc1nc(C)cc(-c2cc(C(=O)NCc3ccccc3)on2)n1,2.9,0.4,-10.5,2.7,0.8,9.8,2.2,-1.8,-2.6,-9.8,4.6
CC1(C)CC(=O)C2=C(C1)N(c1ccccc1C#N)C(N)=C(C#N)C2c1cccs1 (stereo not drawn),-7.6,-0.6,3.5,-3.0,-3.6,12.0,9.9,-2.4,1.3,-24.2,3.8
CCOC(=O)N1CCC(N2CCN(c3cc(C)ccc3C)CC2)CC1,-0.6,-0.2,-1.1,-3.4,2.9,0.2,-17.0,0.0,-0.3,-15.8,0.8
Cn1c(=O)c2cc(S(=O)(=O)N3CCOCC3)ccc2n(C)c1=O,-8.3,-0.4,-2.5,3.4,2.2,-4.9,440.9,0.9,2.0,13.1,-1.0
COc1ccc(NS(=O)(=O)CC(C)C)c(OC)c1,-8.7,-6.5,-20.3,-2.4,2.2,9.0,20.5,-1.9,1.1,6.3,2.4
Cc1cc(Cl)ccc1NC(=S)N1CCN(Cc2ccccc2)CC1,-14.0,-3.1,7.6,-6.9,0.3,-0.2,-6.6,0.0,1.6,-2.2,1.7
COC(=O)c1ccc(OCC(=O)NC(C)(C)C)cc1,-7.7,3.6,3.9,-5.6,0.9,1.0,i,-0.2,-1.5,6.7,2.8
O=C(O)CN1CCN(c2ncc(C(F)(F)F)cc2Cl)CC1,-9.2,-2.6,-7.8,10.0,0.6,17.3,1.6,-3.7,-2.9,-18.9,2.8
COc1ccc(-c2nsc3c(SCc4ccccc4)ncnc23)cc1,-1.5,-9.7,-56.6,4.1,1.6,13.8,352.6,-2.7,-0.1,8.2,1.4
O=C(NCC(=O)N1CCN(Cc2ccccc2)CC1)c1cccs1,-2.8,-4.0,9.6,-0.5,-1.2,16.7,1.3,-4.0,-0.8,-7.1,-2.0
Cc1ccc(SCc2c(C(=O)N/N=C/c3ccc4c(c3)OCO4)nnn2-c2nonc2N)cc1,3.6,-3.0,-5.0,-4.4,0.8,-14.4,-5.0,2.8,0.4,-2.0,1.2
Cc1ccc(OCCn2cnc3cc([N+](=O)[O-])ccc3c2=O)cc1,9.7,3.4,-9.8,1.6,2.8,-19.6,386.8,4.1,-0.7,39.5,-0.9
O=C(c1ccc(NS(=O)(=O)c2ccc(F)cc2)cc1)N1CCOCC1,-9.2,2.3,0.5,7.1,1.8,11.8,-1.2,-2.4,1.5,5.4,-1.9
Oc1ccc(-c2[nH]ncc2-c2ccc(Cl)cc2)c(O)c1,-8.1,-14.1,-11.1,-2.4,1.2,5.8,-3.5,-1.1,0.2,·,2.6
CC(=O)Nc1ccc(CCCCc2ccc(NC(C)=O)cc2)cc1,-8.4,-1.2,2.0,-1.3,-0.5,-7.3,·,1.4,·,·,·
CN(C(=O)COC(=O)c1ccc2c(=O)n3c(nc2c1)CCC3)C1CCS(=O)(=O)C1 (stereo not drawn),-3.2,2.9,7.5,3.3,0.7,-0.2,50.7,0.1,-1.7,-3.4,-0.6
N#CCOc1nc(N2CCOCC2)nc(N2CCOCC2)n1,2.3,-1.8,6.1,-2.8,2.3,6.1,-9.5,-1.2,-0.5,4.4,1.0
COc1ccc(/C=N/NC(=O)c2ccc(N)cc2)cc1Cn1cc([N+](=O)[O-])cn1,-14.9,-6.2,-1.7,2.3,2.5,6.7,5.5,-1.4,-3.8,·,-0.5

# Next section, overlapping the part above by 2 compounds.
SMILES,PKA-R1A act,PKA-R2B act,HTR5A inv ctr,Tat export inh,phage Ecoli inh,OPRM1-OPRD1 inv,SUMO Mot1 rescue,MOR-DOR ag,Ecoli viability,PfHsp90 yeast 2,AddAB inh
N#CCOc1nc(N2CCOCC2)nc(N2CCOCC2)n1,2.3,-1.8,6.1,-2.8,2.3,6.1,-9.5,-1.2,-0.5,4.4,1.0
COc1ccc(/C=N/NC(=O)c2ccc(N)cc2)cc1Cn1cc([N+](=O)[O-])cn1,-14.9,-6.2,-1.7,2.3,2.5,6.7,5.5,-1.4,-3.8,·,-0.5
O=C(CSc1ccc(-c2ccco2)nn1)Nc1ccccc1,-7.8,3.1,3.8,-5.0,3.4,5.2,183.1,-1.1,2.6,·,2.4
NC(=O)CSc1nnc(-c2ccc3c(c2)OCO3)o1,·,·,·,2.5,3.6,·,-17.2,·,0.7,-1.8,2.9
Cc1nc(N)nc(N)c1/C=C/C(C)(C)c1ccc(Cl)cc1,5.4,3.6,14.2,22.7,99.9*,-6.8,·,1.4,·,-8.3,·
CC(C)c1nc2n[nH]c(N)c2c2c1CCCC2,3.3,-6.9,-28.1,0.4,3.1,-14.1,-24.0,2.5,-1.9,5.6,2.1
CNC(=O)COc1ccc(Cl)c2cccnc12,-5.2,3.4,-7.0,6.6,1.9,4.8,-13.3,-1.0,0.2,-2.0,-1.9
O=C(Nc1ccc2cccnc2c1)c1ccc(Br)cc1,-17.8,1.6,-9.4,-3.9,-1.7,-3.1,326.2,0.7,-0.1,-14.9,1.8
CCOC(=O)CNC(=O)CSc1cc(C)nc2ccc(OC)cc12,-3.1,-3.2,1.9,8.7,5.0,11.0,-6.1,-1.9,-0.6,1.2,-0.7
COc1ccc(S(=O)(=O)N2CCSC2c2ccc(OC)c(OC)c2)cc1 (stereo not drawn),-10.8,8.2,6.9,-4.2,2.3,15.6,-7.9,-3.0,2.1,·,1.9
CC1CCCN(CCCNC(=O)c2cc3c(Cl)nc4ccccc4c3s2)C1 (stereo not drawn),3.9,-12.1,5.0,9.8,1.1,-8.1,i,1.1,-0.6,-9.0,-1.6
O=S(=O)(Nc1cccc2ncccc12)c1cccc(C(F)(F)F)c1,-2.1,4.4,7.7,8.2,3.0,0.0,·,0.0,1.5,8.4,1.4
CC(=O)NCCc1ccc(S(=O)(=O)N2CCOCC2)cc1,-4.2,-0.2,-4.3,-3.3,1.5,11.2,0.3,-2.7,3.4,-1.1,4.9
CCCc1cc(C(=O)Nc2cccnc2)no1,-7.8,6.2,-19.7,6.6,4.8,3.1,9.9,-0.5,0.8,-8.8,3.5
OC(COc1ccccc1)CN1CCN(Cc2ccc3c(c2)OCO3)CC1 (stereo not drawn),3.8,-1.3,7.6,-4.6,3.0,13.0,149.2,-2.2,0.2,-23.3,3.2
COc1ccc(N2CCN(C(=O)CCCNC(=O)Cn3cnc4sc(C)c(C)c4c3=O)CC2)cc1,3.2,-3.4,-11.5,2.1,1.3,5.5,18.4,-0.9,-0.2,2.5,0.2
C#CCOCCOCCOCCNc1nc(N2CCN(C(=O)Cn3cc(CCCCN)nn3)CC2)nc(N2CCN(C(=O)Cn3cc(CCCN=C(N)N)nn3)CC2)n1,4.5,-7.6,20.7,1.1,4.2,8.9,16.9,-1.6,-3.4,-10.9,3.4
C=CCN(C(=O)c1csnn1)C(C(=O)NC1CCCCC1)c1ccc(C)cc1 (stereo not drawn),0.4,-8.4,9.2,-4.2,3.7,5.2,210.7,-0.7,-3.7,-12.0,3.4
CN1CCS/C1=C/C=C1/SC(=S)N(Cc2ccccc2)C1=O,-3.3,-0.4,1.5,-12.4,4.7,22.6,19.1,-4.5,-1.5,37.5,0.8
Cc1c(N=C2N=C(NC(=O)c3cccs3)c3ccccc32)c(=O)n(-c2ccccc2)n1C,2.4,-5.6,-6.0,4.2,2.1,-9.3,-18.1,2.0,0.5,-5.6,2.1
O=C1N=C(N2C=CC(=C3C=CNC=C3)C=C2)/C(=C/N=NC(=O)c2ccccc2O)S1,-2.3,-6.2,5.9,-2.3,-1.3,9.8,-3.4,-1.9,-0.3,-3.0,2.9
Cc1cc(Cl)ccc1NC(=O)Nc1c(C)n(-c2ccccc2)c(=O)n1C,-9.7,-3.2,0.9,0.8,-5.6,7.5,·,-1.4,-2.4,·,1.9
CC1(C)CNC(=O)c2sc(N3CCCCC3)nc2C1,1.7,-4.0,-13.4,1.6,2.0,16.2,-7.8,-3.1,-3.0,·,-0.3
COc1ccc(OC)c(C2/C(=C(\O)c3ccc(OC)c(Cl)c3)C(=O)C(=O)N2CCN(C)C)c1 (stereo not drawn),-6.1,12.5,-16.8,-0.3,1.3,8.5,2.3,-1.5,-0.7,-6.9,-0.9
COc1ccc(Cl)cc1N(CC(=O)N/N=C/c1ccc(OC(C)C)cc1)S(=O)(=O)c1ccc(C)c([N+](=O)[O-])c1,4.2,2.7,14.7,-7.5,3.6,-5.4,-12.4,0.9,-2.7,6.0,-1.1
COc1cc(CNCCO)cc(Br)c1OCc1cccs1,-8.8,3.8,19.0,-0.4,3.2,0.1,-7.4,0.0,2.3,-14.3,1.1
O=C(N/N=C/c1nn(-c2ccccc2)cc1-c1ccccc1)c1ccncc1,-1.5,11.6,-11.1,-9.9,3.6,0.4,92.1,-0.1,-2.1,-19.5,0.3
C[C@H](CO)N1C[C@H](C)[C@@H](CN(C)CC2CCCCC2)Oc2c(NS(=O)(=O)c3ccc(F)cc3)cccc2C1=O,-11.6,-0.4,2.6,4.5,3.3,-0.6,-4.0,0.1,1.7,5.1,3.8
O=C(COc1ccc(-c2nnco2)cc1)N1CCN(S(=O)(=O)c2ccccc2)CC1,5.8,5.0,11.2,-2.5,2.2,7.6,-7.1,-1.3,1.9,14.9,0.7
CCCCn1c(N)c(N(CC(C)C)C(=O)C2CCN(S(=O)(=O)c3ccc(C)c(C)c3)CC2)c(=O)[nH]c1=O,3.8,-6.8,-11.6,5.0,-1.6,13.6,7.8,-2.4,2.2,-1.6,2.4
O=C(CN1CCN(S(=O)(=O)c2ccccc2)CC1)Nc1ccc(Cl)c([N+](=O)[O-])c1,0.1,-5.1,12.0,-5.0,0.2,3.8,30.6,-0.7,1.7,19.4,0.2
N/C(=N\S(=O)(=O)c1cc(C(F)(F)F)cc(C(F)(F)F)c1)c1cccs1,-12.2,-17.1,5.7,-3.8,2.5,-50.5,179.6,10.3,1.6,-16.8,3.8
CC(C)(C)C(=O)Nc1c2c(nn1-c1cccc(Cl)c1)CS(=O)(=O)C2,0.5,-0.8,2.3,15.5,1.0,8.4,-6.6,-1.7,-0.2,-1.2,-1.0

# A second format for some results above:
# Values run as follows: PKA-R1A act, PKA-R2B act, HTR5A inv ctr, Tat export inh, phage Ecoli inh, OPRM1-OPRD1 inv, SUMO Mot1 rescue, MOR-DOR ag, Ecoli viability, PfHsp90 yeast 2, AddAB inh
> C[C@H](CO)N1C[C@H](C)[C@@H](CN(C)CC2CCCCC2)Oc2c(NS(=O)(=O)c3ccc(F)cc3)cccc2C1=O
  -11.6, -0.4, 2.6, 4.5, 3.3, -0.6, -4.0, 0.1, 1.7, 5.1, 3.8
> O=C(N/N=C/c1nn(-c2ccccc2)cc1-c1ccccc1)c1ccncc1
  -1.5, 11.6, -11.1, -9.9, 3.6, 0.4, 92.1, -0.1, -2.1, -19.5, 0.3

# High-throughput results (PubChem)
